Compound activity from PubChem BioAssay.
Shn3 inh set2 = reduction of Shn3 3'UTR firefly luciferase signal, primary screen, Schnurri-3 inhibitor project, cell-based, Clone20 osteoblasts, set 2 | inhibition, % at 12.5 µM | AID 588674, 2011 | Clone20 osteoblast Shn3 3'UTR firefly luciferase, 24 h | hit rate 0.52% among 360,000;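 active means mean inhibition of at least 75% with every replicate also reaching 75%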;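 further: 0% = median of neutral control wells and 100% = pilot-screen positive control compound; some compounds past the cut are filed as inactive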
NCOA1 inh = SRC1 coactivator transcriptional activity inhibitors, primary screen, cell-based, luminescence. Nuclear receptor coactivator 1 (Homo sapiens), Q15788. HEK293 GAL4-SRC1 luciferase reporter. inhibition, % at 3.6 µM. hit rate 0.12% among 360,000;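 active means inhibition above the campaign mean plus 3 SD, with each screening campaign given its own cutoff, cut at about 60% in these data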;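 further: 0% = DMSO treated cells and 100% = gossypol at 36 µM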
TRAIL sens C8 = viability loss with TRAIL in NB7+C8 cells, primary screen, TRAIL sensitizer project, cell-based, ATPlite luminescence; hit rate 1% among 360,000; inhibition (viability loss, TRAIL sensitization), % at 10 µM;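 active means compounds causing at least 50% loss of cell viability in the single-dose screen, relative to plate controls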
TWEAK Fn14 block = inhibitors of TWEAK-Fn14 signaling, primary screen, luciferase reporter cells, uHTS. TWEAK-stimulated Fn14 reporter cells, luciferase luminescence, 8 h. inhibition, % at 10 µM. hit rate 2% among 360,000. AID 1159606, 2016; in the data active means inhibition above about 50%
NR5A2 inv ag = LRH-1 (NR5A2) inverse agonists, primary screen, cell-based, luminescence, HEK293T, StAR-luciferase reporter. Nuclear receptor subfamily 5 group A member 2 (Homo sapiens), O00482. AID 602396, 2012. hit rate 0.13% among 360,000. LRH-1 transfected, 24 h. inhibition, % at 3.6 µM;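 active means inhibition above the mean inhibition of all tested compounds plus 3 SD, cut at about 73% in these data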;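 further: 0% = DMSO wells and 100% = reporter-only cells lacking LRH-1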
Target sequence (O00482 whole entry, looked up): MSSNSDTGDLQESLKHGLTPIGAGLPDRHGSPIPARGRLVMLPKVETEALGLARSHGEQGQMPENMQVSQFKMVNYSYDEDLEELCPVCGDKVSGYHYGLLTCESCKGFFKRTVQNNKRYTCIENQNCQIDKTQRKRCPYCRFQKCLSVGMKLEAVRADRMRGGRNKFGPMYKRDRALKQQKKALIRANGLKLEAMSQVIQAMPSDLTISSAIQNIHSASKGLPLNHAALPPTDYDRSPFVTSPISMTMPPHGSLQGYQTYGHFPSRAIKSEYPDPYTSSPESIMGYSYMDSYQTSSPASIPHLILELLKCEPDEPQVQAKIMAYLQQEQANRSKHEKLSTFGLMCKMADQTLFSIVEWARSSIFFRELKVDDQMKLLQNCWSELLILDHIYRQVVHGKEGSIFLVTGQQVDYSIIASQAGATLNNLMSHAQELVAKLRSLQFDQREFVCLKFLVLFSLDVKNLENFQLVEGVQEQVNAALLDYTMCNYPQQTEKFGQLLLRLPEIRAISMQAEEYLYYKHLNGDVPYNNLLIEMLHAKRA
CF NFkB block = inhibitors of PAF-induced NF-kB signaling, primary screen, cell-based, GFP fluorescence, uHTS; KKLEB NF-kB-GFP reporter, GFP fluorescence overnight; inhibition, % at 5 µM; hit rate 0.86% among 360,000; AID 588850, 2011;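 active means at least 50% inhibition at 5 µM, scaled per plate between neutral and stimulator controls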;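 further: PAF is a Pseudomonas aeruginosa culture filtrate used as stimulus; plate controls were PAF-stimulated DMSO wells for no effect and unstimulated DMSO wells for full effect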
NCOA3 inh = SRC3 coactivator transcriptional activity inhibitors, primary screen, cell-based, luminescence. inhibition, % at 3.6 µM. hit rate 0.17% among 360,000. HEK293 GAL4-SRC3 luciferase reporter. AID 588352, 2011;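 active means inhibition above a per-campaign cutoff, the mean of all compounds plus 3 SD, cut at about 60% in these data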;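 further: 0% = DMSO-treated cells and 100% = gossypol-treated cells at 36 µM; higher means less SRC3-driven luciferase light from the GAL4 reporter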
COUP-TFII inh = NR2F2 transcriptional activity inhibitors, primary screen, cell-based, luciferase reporter, HEK293T, luminescence | inhibition, % at 8.6 µM | COUP transcription factor 2 (Homo sapiens), P24468 | HEK293T NGFI-A luciferase reporter | hit rate 0.7% among 370,000;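 active means inhibition above a per-plate cutoff, mean inhibition of test wells between control levels plus 3 SD, cut at about 38% in these data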;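 further: cells cotransfected with COUP-TFII expression vector driving the NGFI-A reporter; 0% = median of COUP-TF2 test wells and 100% = reporter-only cells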
Target sequence (P24468 whole entry, looked up): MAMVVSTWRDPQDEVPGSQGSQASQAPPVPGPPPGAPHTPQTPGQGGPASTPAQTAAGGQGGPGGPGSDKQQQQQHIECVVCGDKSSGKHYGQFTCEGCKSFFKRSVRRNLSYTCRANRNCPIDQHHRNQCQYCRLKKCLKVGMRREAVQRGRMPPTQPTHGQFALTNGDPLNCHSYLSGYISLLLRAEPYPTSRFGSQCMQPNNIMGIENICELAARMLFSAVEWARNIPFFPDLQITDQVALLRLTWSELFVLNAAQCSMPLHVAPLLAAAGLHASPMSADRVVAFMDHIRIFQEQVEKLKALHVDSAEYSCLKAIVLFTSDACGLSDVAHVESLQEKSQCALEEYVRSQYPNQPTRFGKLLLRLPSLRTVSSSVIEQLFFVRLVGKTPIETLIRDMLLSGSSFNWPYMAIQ
KKLEB tox = cytotoxicity in KKLEB CF airway cells, primary screen, cytotoxicity control for CF NF-kB inhibitor project, cell-based, uHTS, fluorescence assay plates; activity change (cytotoxicity), % at 5 µM; hit rate 0.36% among 360,000; KKLEB CF airway cells viability, ATPlite luminescence, overnight; active compounds read low; cells stimulated with P. aeruginosa culture filtrate;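 active means corrected activity change at or below -50% at 5 µM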
TROY signal inh = inhibitors of TROY-driven NF-kB signaling, primary screen, Q293 LMP1-TROYcd cells, NF-kB luciferase, uHTS; Q293 LMP1-TROYcd NF-kB luciferase reporter, 4 h; inhibition, % at 10 µM; hit rate 0.98% among 360,000; AID 1347056, 2019;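 active means compounds whose plate-normalised and pattern-corrected inhibition of the luciferase reporter signal at the single screening dose is 50% or more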
LMP1 NFkB inh = EBV LMP1-driven NF-kappaB luciferase reporter inhibitors, primary screen, cell-based, luminescence, single point; LMP1-induced NF-kappaB luciferase reporter cells; inhibition, % at 12.5 µM; hit rate 0.69% among 350,000; in the data active means inhibition above about 41%;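 further: 0% = neutral control wells and 100% = reference inhibitor control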
An asterisk follows results filed as active; x = not tested or not shown; & = joins results of further samples.

SMILES | Shn3 inh set2 | NCOA1 inh | TRAIL sens C8 | TWEAK Fn14 block | NR5A2 inv ag | CF NFkB block | NCOA3 inh | COUP-TFII inh | KKLEB tox | TROY signal inh | LMP1 NFkB inh
Cc1ccc(C(=O)NC(=S)Nc2ccc(CN3CCOCC3)cc2)cc1 | 17 | -75 | 17 | -10 | -23 | 12 | -47 | 3 | 3 | 6 | -1
Cc1nnc2ccc(N3CCCC3)nn12 | 0 | -6 | -2 | 4 | 2 | 6 | -13 | 4 | -6 | -2 | 0
COC(=O)c1ccccc1NC(=O)NCc1cccnc1 | 6 | -5 | 10 | 10 | -5 | -7 | 4 | 0 | 8 | -16 | 0
COc1ccc(CNC(=O)C2CCCN(Cc3nc(-c4cccc(C)c4)oc3C)C2)cc1 (stereo not drawn) | 10 | -5 | 8 | 22 | 2 | 11 | 6 | 24 | -5 | 11 | 20
Cc1ccc2c(c1)c1c3n2CCNC3CCC1 (stereo not drawn) | -13&3 | -6&-13 | -1&8 | -16&-12 | 8&3 | 2&-27 | 4&-10 | -12&-13 | 21&-3 | 1&-2 | 32&3
COc1cccc(CNS(=O)(=O)c2c(C(=O)N3CCCCC3)c(C)n(C)c2C)c1 | 2 | -7 | -13 | 17 | 8 | -6 | 6 | -9 | -7 | 7 | 1
COc1ccc(C(N)c2csc(Nc3ccc(C(=O)c4ccccc4)cc3)n2)cc1 (stereo not drawn) | 24 | -7 | 19 | -31 | 32 | 16 | -13 | -11 | -14 | 8 | x
Cc1ccccc1N1CCN(C2CCCN(C(=O)CCN3CCCO3)C2)CC1 (stereo not drawn) | 0 | -11 | 10 | 10 | -9 | -14 | 18 | 7 | 18 | -14 | 3
COC(=O)c1cc(-c2ccc(C)cc2)n[nH]1 | -23 | -37 | 4 | -11 | -81 | -6 | -38 | -30 | 9 | -54 | -15
O=C(COC(=O)CCN=C1NS(=O)(=O)c2ccccc21)NC1CCCCCCC1 | -1 | -9 | -19 | -24 | 4 | -6 | -15 | -4 | 0 | 1 | -2
Nc1nc(C(=O)N2CCOCC2)nn1S(=O)(=O)c1ccccc1 | -10 | -2 | -23 | 9 | -2 | 2 | -23 | -8 | -3 | 11 | 4
COc1ccc(Nc2ncnc3sc(C)cc23)cc1 | -75 | -31 | -5 | -14 | -119 | 9 | -60 | x | 3 | -48 | -18
C=CCC1(CC=C)CCCN1C(=O)c1cc(COc2ccccc2SC)on1 | 11 | 0 | 30 | -14 | 9 | -4 | 15 | 4 | -3 | 10 | -1
CCOCCn1c(=O)c2c(nc3n2CC(C)CN3Cc2ccccc2)n(C)c1=O (stereo not drawn) | -31 | -5 | -28 | -1 | -1 | 13 | 21 | 8 | 9 | -8 | 10
COc1ccc(NC(=O)/C=C/c2cccc(Br)c2)cn1 | -36 | -38 | 5 | 15 | -78 | -40 | -29 | -14 | 10 | -31 | 1
S=C(Nc1nc2c(s1)CCCC2)NC1CC1 | -50 | -83 | 7 | -18 | -109 | -7 | -104 | -32 | -5 | -54 | -19
COc1ccc(CCN(C)Cc2ccc(OCc3ccccc3)c(OC)c2)cc1OC | 13 | -20 | 5 | 6 | -18 | 14 | 17 | 12 | -19 | -10 | 11
COc1cccc(-n2c(Cn3nc(C(F)F)cc3C(F)F)n[nH]c2=S)c1 | 5 | -12 | 0 | 8 | 0 | -1 | 11 | -7 | 12 | -17 | 6
O=C(Nc1ccccc1C(=O)N1CCCCCC1)c1ccccc1 | -15 | -29 | 13 | 2 | 10 | 11 | 15 | 9 | -1 | -32 | -2
CC(C)c1nc2oc3c(NCC4CCCO4)ncnc3c2c2c1CCC2 (stereo not drawn) | 22 | 1 | 26 | 19 | 9 | 14 | 4 | 0 | -3 | 11 | -9
C[C@H](NC(=O)c1ccccc1Cl)C(=O)OC(C(=O)Nc1cc(C(F)(F)F)ccc1Cl)c1ccccc1 (stereo partly drawn) | -20 | -5 | -15 | -41 | -15 | -2 | 15 | -18 | 0 | 2 | -5
Cc1csc(NC(=O)c2cn3ccccc3n2)n1 | 65 | -51 | 85* | 91* | -59 | -28 | -27 | 6 | 3 | 62* | 68*
CCc1nc(Nc2ccc3nccnc3c2)c2oc3ccccc3c2n1 | 54 | 22 | 17 | 30 | 20 | -14 | 52 | 0 | -4 | 1 | 9
CCc1ccc(-n2cnc3cc(C(=O)NCC(OC)OC)ccc32)cc1 | -3 | -4 | 1 | 4 | 21 | -3 | 4 | 4 | 2 | -16 | -5
O=C(O)C1(C(=O)O)CCCC1 | -22 | -9 | -8 | -6 | -5 | 2 | 0 | 19 | 5 | -3 | -7
(next part)
SMILES | Shn3 inh set2 | NCOA1 inh | TRAIL sens C8 | TWEAK Fn14 block | NR5A2 inv ag | CF NFkB block | NCOA3 inh | COUP-TFII inh | KKLEB tox | TROY signal inh | LMP1 NFkB inh
COc1ccc(C(=O)Oc2cc(OC)cc(OC)c2C(C)=O)cc1 | -19 | -2 | 4 | 21 | -13 | 6 | 6 | 12 | 3 | -7 | 6
Cc1cccc(OCc2n[nH]c(=S)n2-c2ccccc2)c1 | -10 | -6 | -1 | 0 | 3 | -13 | 3 | 4 | 4 | 18 | 4
Cc1c(C(=O)OCC2CCCO2)[nH]c2c1C(=O)CC(c1ccco1)C2 (stereo not drawn) | 7 | 9 | 27 | -19 | 2 | 5 | 12 | x | 1 | 5 | 6
CCOCCCn1c(SCC(=O)Nc2oc(C)c3c(C)n[nH]c(=O)c23)nnc1-c1ccncc1 | 22 | -123 | -5 | 11 | 6 | 2 | 12 | -7 | -10 | -15 | 0
Cn1cnc2c(ncn2C2OC(CO)C(O)C2O)c1=S (stereo not drawn) | 15 | -4 | -7 | 5 | -14 | -6 | -10 | -13 | 15 | -7 | 4
Cc1cc(C)nc(NNS(=O)(=O)c2ccc(Cl)cc2)n1 | 6 | -29 | -6 | -1 | -5 | 5 | -5 | -12 | 5 | -10 | -4
NS(=O)(=O)c1cccc(NC(=O)COC(=O)c2cc(Cl)ccc2[N+](=O)[O-])c1 | -6 | -17 | -1 | -9 | -2 | 2 | 12 | 30 | -14 | -13 | 3
N/C(=N\OC(=O)c1cccs1)c1cccnc1 | -78 | -13 | -9 | 34 | -79 | -31 | -25 | -62 | 8 | -53 | -14
CCN1CCN(c2cc(C)c3cc(NC(=S)N4CCCCC4)ccc3n2)CC1 | -12 | -38 | 25 | 2 | -20 | 2 | -7 | -7 | -2 | 38 | 6
CC(=O)Nc1ccc(S(=O)(=O)NCCC(=O)NCCCc2ccccc2)cc1 | 9 | 3 | 5 | 5 | 6 | -13 | -3 | -17 | -3 | 2 | 8
Cn1c(C(=O)NCc2ccccn2)cc2c(=O)n(C)c3ccccc3c21 | 5 | 10 | -11 | -11 | 0 | -41 | 10 | -17 | -11 | -5 | 0
O=C(CN(Cc1ccc(F)cc1)C(=O)c1csnn1)NCc1ccc2c(c1)OCO2 | -1 | -22 | -2 | 7 | 18 | -19 | 9 | 0 | 4 | 14 | -6
CCN(C1CCCCC1)S(=O)(=O)c1cc2c3c(c1)CCN3C(=O)CC2 | 17 | -5 | 3 | 4 | -13 | -22 | -6 | -6 | -3 | -12 | 2
C/C(=C\C(=O)c1sccc1Cl)N(C)C | -3 | -63 | -1 | -13 | -68 | 5 | -25 | -36 | 3 | -46 | -16
O=C(/C=C/c1cccc(F)c1)N(c1ccccn1)C1CCCCC1 | -19 | 17 | 2 | -5 | 8 | 11 | 2 | -14 | 2 | 9 | -4
Cc1ccc(OCC(=O)Nc2ccc(N3CCN(C(=O)c4ccco4)CC3)cc2)cc1C | 30 | -2 | 21 | 34 | 10 | 2 | 15 | 22 | 0 | 41 | 13
O=C(NCCc1ccc(C(F)(F)F)cc1)C1CC(=O)N(c2ccc3c(c2)OCCO3)C1 (stereo not drawn) | 5 | 8 | 0 | 14 | 24 | -5 | 16 | 7 | -10 | -8 | -2
CCOC(=O)C1(CC2CCCCO2)CCN(Cc2ccc(OC)cc2F)CC1 (stereo not drawn) | 33 | -5 | -4 | 0 | 24 | 17 | 12 | 2 | -14 | 7 | 3
CC1CN(C2=N/C(=C/c3ccc4c(c3)OCO4)C(=O)N2)CC(C)O1 (stereo not drawn) | -8 | -6 | -4 | 6 | 1 | -3 | 7 | 10 | 4 | 10 | 7
CNC(=S)NC1CC2CCCC(C1)N2Cc1ccco1 (stereo not drawn) | -7 | 6 | -19 | 21 | -8 | 2 | 7 | -14 | -9 | -8 | -7
CCOC(=O)CNC(=O)c1sc2ncnc(N3CCc4ccccc4C3)c2c1C | 6 | -16 | 9 | -26 | -10 | 20 | 10 | x | -10 | 0 | -1
CCCCOC(=O)c1ccc(N=Nc2c(C)c(C#N)c(O)[nH]c2=O)cc1 | -56 | -32 | -5 | -30 | -15 | 40 | -7 | -9 | -2 | -55 | -8
COc1ccc(C2C(C(C)=O)=C(O)C(=O)N2Cc2ccccc2)c(OC)c1 (stereo not drawn) | -3 | 11 | -13 | -15 | 2 | -14 | -8 | 8 | 8 | 4 | 6
COc1ccc(-n2c(SCC(=O)Nc3ccccc3OC)nc(O)cc2=O)cc1 | 14 | 11 | -4 | 12 | 12 | -18 | 2 | -9 | 0 | 9 | -1
CCOC(=O)C1CCCN(C(=O)Cn2sc3nc(C)cc(C)c3c2=O)C1 (stereo not drawn) | 97* | -2 | 0 | -1 | 0 | 16 | -2 | x | 14 | -22 | -1
O=C(NCc1nnc(SCC(=O)N2CCCC2)o1)c1c(F)cccc1F | 3 | -10 | -13 | -18 | 14 | 0 | 6 | 12 | 9 | 14 | 0
Cc1ccc(Cc2c(C)c(C#N)c3[nH]c4ccccc4n3c2=O)cc1 | 10 | 10 | 3 | 61* | -5 | 50 | -4 | -9 | -41 | 60* | 7
CC(OC(=O)c1ccc(Cl)nc1)C(=O)N1CCc2ccccc21 (stereo not drawn) | 10 | 1 | -3 | -10 | -21 | -11 | 10 | 18 | -5 | -12 | 2
O=C(CCN1C(=O)/C(=C\c2ccccc2)SC1=S)NNC(=O)c1ccccc1O | 23 | 5 | -3 | 3 | 0 | 6 | 0 | -7 | -3 | 10 | 0

Records listed so far shown as hits in TWEAK Fn14 block:
compound	Shn3 inh set2	NCOA1 inh	TWEAK Fn14 block	NR5A2 inv ag	CF NFkB block	NCOA3 inh	COUP-TFII inh	LMP1 NFkB inh
Cc1csc(NC(=O)c2cn3ccccc3n2)n1	65	-51	91*	-59	-28	-27	6	68*
Cc1ccc(Cc2c(C)c(C#N)c3[nH]c4ccccc4n3c2=O)cc1	10	10	61*	-5	50	-4	-9	7

These rows are one share of the data; count on the stated rates, not on these rows.
